PTAP TSG101 blk: blocks PTAP/TSG101 interaction to inhibit HIV-1 budding. Potency, µM (top dose mostly 115 µM), for the others: at the highest dose activity change, negative = inhibition, usual class: inhibitors. 340,000 tested, under 10 active. AID 493005. Fluorescence polarization, FITC-PTAP peptide / Tsg101 binding; active = well fitted inhibition curve with a large enough effect in the main read-out, with a control signal flat, not every such curve was filed as active; inconclusive = small, poorly fitted or top-dose-only effect, or effect the other way, or a change in a side signal; inactive = no such curve, though single readings can be large or run the other way; also: potency is read from the fitted curve at half-maximal effect; % of control where 0% means no effect
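Tsg101 binding domain (10 uM final) was mixed with compound and a FITC-labeled PTAP peptide (50 nM final) in HEPES pH 7.5 buffer with NaCl, Tween 20, EDTA and TCEP; fluorescence polarization was read after 20 min at r.t.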
Eya2 phos inh: inhibitors of human Eya2 phosphatase activity | O00167 | hit rate 0.006% among 330,000 | recombinant Eya2, OMFP fluorescence dephosphorylation (OMFP is methylfluorescein phosphate) | Potency, µM (top dose mostly 76.9 µM), without a hit: top-dose activity, negative = inhibition, actives largely listed as inhibitors; also: potency is read from the fitted curve at half-maximal effect; % is scaled to controls: 0 for no effect and ±100 for the full control effect
Target sequence (O00167 whole entry, looked up): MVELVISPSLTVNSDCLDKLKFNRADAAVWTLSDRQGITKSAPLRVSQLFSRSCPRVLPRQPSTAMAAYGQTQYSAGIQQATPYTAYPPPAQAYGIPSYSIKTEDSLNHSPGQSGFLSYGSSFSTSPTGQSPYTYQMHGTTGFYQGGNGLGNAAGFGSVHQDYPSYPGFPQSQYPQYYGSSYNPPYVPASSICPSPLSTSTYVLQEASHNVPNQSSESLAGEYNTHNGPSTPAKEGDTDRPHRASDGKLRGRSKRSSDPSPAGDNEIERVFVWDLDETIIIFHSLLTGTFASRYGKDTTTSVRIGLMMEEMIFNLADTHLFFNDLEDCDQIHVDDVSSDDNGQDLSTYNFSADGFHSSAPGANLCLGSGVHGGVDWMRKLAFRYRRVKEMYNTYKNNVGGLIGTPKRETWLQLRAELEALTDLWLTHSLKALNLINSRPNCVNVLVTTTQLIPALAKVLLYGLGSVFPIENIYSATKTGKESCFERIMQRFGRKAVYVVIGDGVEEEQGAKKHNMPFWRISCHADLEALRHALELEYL
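Eya2 (0.2 uM) preincubated 10 min at ambient with compound, then OMFP substrate added at 50 uM; 10 min reaction in 50 mM HEPES pH 7.5, 50 mM NaCl, 5 uM MgCl2, 0.05% BSA, 1 mM DTT. Fluorescence read at Ex 485/Em 525 nm.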
S-ASM inh: inhibitors of human secretory acid sphingomyelinase; hit rate 0.006% among 340,000; P17405; placental ASM, HMU-PC fluorogenic substrate, 60 min; Potency, µM (doses to about 57.5 µM), for inactives: top-dose activity change, negative = inhibition, usual class: inhibitors; also: potency is read from the fitted curve at half-maximal effect
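Human placenta-derived ASM preincubated with compound 10 min at room temperature, then reacted with 9 uM (final) fluorogenic HMU-PC substrate for 60 min at 37 C. Stop solution raises pH to 10; fluorescence read at Ex 386/Em 447 nm.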
a7 integrin act: activators of alpha7 integrin expression for muscular dystrophy | alpha7betagal myoblasts, beta-gal FDG fluorescence, 48 h | Potency, µM (doses to about 38.3 µM), inactives show top-dose activation, hits mostly activators | hit rate 0.064% among 350,000;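 also: potency is read from the fitted curve at half-maximal effect; 100% = response of the positive control SU9516; nearly all actives have a fitted effect of over 60% in size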
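Alpha7betagal+/- myoblasts (passage 13) were plated 16-24 hr, then exposed to compounds (1:260 dilution of DMSO stock) for 48 hours at 37C. After MPER lysis, β-galactosidase reporter activity was read as FDG fluorescence (ex 480/em 540) after 30 minutes.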
Mito fusion act: inhibitors of mitochondrial division or activators of mitochondrial fusion. Potency, µM (doses to about 46.1 µM), without a hit: at the highest dose growth rescue (activation), hits mostly activators. S. cerevisiae fusion-defective mutant growth rescue, CellTiterGlo 48 h. AID 485298. hit rate 0.23% among 320,000;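 also: potency is read from the fitted curve at half-maximal effect; % of control where 0% means no effect; nearly all actives have a fitted effect of over 45% in size; temperature-sensitive fusion mutants such as fzo1-1 at 37 °C on non-fermentable ethanol glycerol medium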
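Growth-rescue viability read-out: after 48 h at the non-permissive 37C in glycerol/ethanol YPEG, yeast mitochondrial fusion mutants are measured by CellTiterGlo luminescence; compounds (23 nl pinned per well) restoring growth score as division inhibitors or fusion activators.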
A-T KAP1 phos: potential ataxia-telangiectasia treatments restoring KAP-1 phosphorylation. AID 485349. […] A-T fibroblasts, KAP-1 phosphorylation AlphaLISA; neocarzinostatin DNA damage 30 min before lysis. hit rate 0.19% among 320,000. Potency, µM (series often up to 57.5 µM), for inactives: at the highest dose activation, usual class: activators; also: potency is read from the fitted curve at half-maximal effect; % of control where 0% means no effect; nearly all actives have a fitted effect of over 45% in size
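hTERT-immortalized A-T patient fibroblasts ([…]), 500 cells/well in OPTI-MEM, 1% FBS, got compounds for 60 min, then NCS for 30 min at 37C. Lysates were then assayed for phospho-KAP-1 by AlphaLISA (anti-pKAP1 donor, anti-KAP1 acceptor beads), 6 hr at 25C.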
Chronic BCR inh: blocks chronic active B-cell receptor signaling; ABC-DLBCL IkBa-CBG/CBR reporter, luminescence ratio, 4 h; Potency, µM (top dose mostly 46.1 µM), for inactives: at the top dose ratio change, negative = lower green/red ratio, usual class: inhibitors; hit rate 0.05% among 340,000; active = well fitted inhibition curve with a large enough effect in the signal ratio, with a control signal flat, not every such curve was filed as active; inconclusive = small, poorly fitted or top-dose-only effect, or effect the other way, or a change in a side signal; the % refers to the signal ratio;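 also: potency is read from the fitted curve at half-maximal effect; plate controls were basal doxycycline-induced cells for no effect and cells given 10 µM MG132 for full effect; MG132 reads +100%, hits lower the ratio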
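TMD8 ABC-DLBCL cells carrying doxycycline-inducible green luciferase fused to IkappaBalpha plus unfused red luciferase were exposed to compounds (up to 46 uM) for 4 hrs at 37C. Activity came from the overlap-corrected green/red luminescence ratio.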
TCR activator: activates T cell receptor signaling | primary human leukocytes, anti-CD3, IL-2 HTRF, 48 h | Potency, µM (series often up to 9.22 µM), for inactives: top-dose activation of IL-2 secretion, actives largely listed as activators | 330,000 tested, under 10 active | AID 504894; also: % of control where 0% means no effect
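1) Mix primary human leukocytes, a-CD3 beads and compound. 2) Incubate 48 hr. 3) Add HTRF IL-2 reagents (a-IL-2-K, a-IL-2-d2).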
Tb PFK inh: blocks T. brucei phosphofructokinase | O15648 | T. brucei PFK, ADP-Glo luminescence | Potency, µM (series often up to 57.5 µM), for the others: top-dose activity, negative = inhibition, actives largely listed as inhibitors | hit rate 0.17% among 330,000 | AID 485367;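 also: potency is read from the fitted curve at half-maximal effect; 0% = uninhibited 1x PFK enzyme wells and -100% = no-enzyme wells; nearly all actives have a fitted effect of over 60% in size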
Target sequence (O15648 whole entry, looked up): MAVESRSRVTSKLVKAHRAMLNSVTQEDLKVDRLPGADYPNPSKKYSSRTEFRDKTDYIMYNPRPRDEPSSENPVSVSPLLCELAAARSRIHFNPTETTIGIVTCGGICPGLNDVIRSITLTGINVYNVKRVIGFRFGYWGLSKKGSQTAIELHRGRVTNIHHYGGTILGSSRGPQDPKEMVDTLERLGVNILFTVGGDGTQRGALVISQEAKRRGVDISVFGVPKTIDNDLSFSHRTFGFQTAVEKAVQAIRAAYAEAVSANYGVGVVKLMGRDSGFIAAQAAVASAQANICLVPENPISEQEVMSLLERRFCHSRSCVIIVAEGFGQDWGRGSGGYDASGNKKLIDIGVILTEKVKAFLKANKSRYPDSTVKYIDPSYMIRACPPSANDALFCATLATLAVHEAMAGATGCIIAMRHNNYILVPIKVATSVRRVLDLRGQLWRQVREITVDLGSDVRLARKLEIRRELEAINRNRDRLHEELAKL
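Activity is normalized to no-enzyme wells (full inhibition) and 1.25 nM enzyme wells (no inhibition). Reaction: 0.5 mM F6P, 0.1 mM ATP, 45 min RT, ADP-Glo luminescence; concentration-response curves fitted and classed by quality.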
ELG1 DNA repair: blocks ELG1-dependent DNA repair in HEK293T cells; HEK293T ELG1-luciferase reporter, luminescence, 16 h; DNA damage induced by 5-fluorouridine; Potency, µM (highest dose often 46.1 µM), inactives show top-dose activity change, negative = inhibition, most hits filed as inhibitors; hit rate 2.3% among 330,000; also: potency is read from the fitted curve at half-maximal effect; % is scaled to controls: 0 for no effect and ±100 for the full control effect; nearly all actives have a fitted effect of over 55% in size
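Luminescence from the luciferase reporter, measured 30 min after ONE-Glo reagent at room temperature, was the read-out. Beforehand, 2,000 cells per well were exposed for 16 hr at 37 °C to 5-fluorouridine together with compound or vehicle.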
TSHR antag: antagonists of human thyroid stimulating hormone receptor; P16473; AID 504810; activity change, negative = inhibition, % at 11.5 µM; hit rate 0.2% among 330,000; TSHR-expressing cells, TSH-stimulated cAMP HTRF, 2 h; stronger effect = lower value;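 active = activity change below a set negative limit, meaning inhibition stronger than a set level, cut at about -70% in these data; inconclusive = activity change between two set negative limits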; also: % is scaled to controls: 0 for no effect and ±100 for the full control effect
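TSHR-expressing cells were treated with compounds, then stimulated with TSH at EC80 (4nM final) for 2 hours at 37 deg C. Cellular cAMP was measured by HTRF competition between lysate cAMP and cAMP-d2 for a cryptate-labelled anti-cAMP antibody.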
Starred values were filed as active, the others as inactive; i = inactive; ? = inconclusive; nt = not tested or not shown; & = joins results of further samples; [ ] = another dose, or the depositor's remark. Unless noted, calls follow the shape of the dose curve; as a rule, active = well fitted curve in the direction sought with a large enough effect; inconclusive = small, poorly fitted or top-dose-only effect, or another doubt; inactive = no such curve, though single readings can be large; an effect the other way counts as inactive or inconclusive.

SMILES	PTAP TSG101 blk	Eya2 phos inh	S-ASM inh	a7 integrin act	Mito fusion act	A-T KAP1 phos	Chronic BCR inh	TCR activator	Tb PFK inh	ELG1 DNA repair	TSHR antag
Cc1cc(Nc2ccc(C)c(Cl)c2)nc(N2CCOCC2)n1	-1%	-1%	-7%	0%	-19%	-8%	8%	-4%	2%	21µM*	-8
O=C(COC(=O)c1ccc(Cl)nc1)Nc1cc(S(=O)(=O)N2CCCCC2)ccc1Cl	0%	-8%	-5%	17%	4%	3%	1%	-7%	0%	4%	-8
CCN(CC)CCn1c(NC(=O)c2ccc(Cl)cc2)nc2ccccc21	-8%	-7%	-2%	-2%	5%	-2%	?	-9%	-2%	?	-3
Cc1ccc(NCc2nnc(SCC(=O)c3ccccc3)n2Cc2ccco2)c(C)c1	-8%	-33%	-5%	5%	-1%	2%	4%	9%	1%	0%	-1
C1CC1Cc1noc(CN2CCN(CC3CC3)CC2)n1	-11%	-1%	5%	5%	-5%	7%	4%	nt	-2%	11%	4
N#CCCN/N=C(\Cc1nc2ccccc2[nH]1)c1ccccc1	0%	1%	17%	11%	0%	nt	?	2%	4%	6%	6
CCOC(=O)Cn1cnc2c(nnn2-c2ccc(OC)cc2)c1=O	-4%	-8%	2%	-15%[7.66 µM]	-1%	8%	-1%	3%	-5%	-4%	-4
CCCC[C@@H]1C[C@H]1[C@@H](NC(=O)c1ccco1)c1ccc(Cl)cc1	3%	-2%	-2%	8%	16%	-1%	-1%	0%	-1%	-2%	-15
COc1ccc(Cc2nnc(NC(=O)c3ccc(F)cc3)s2)cc1OC	2%	19%	6%	0%	2%	12%	9%	-2%	8%	-1%	34
Cc1nn(-c2ccccc2)c(N2CCCC2)c1/C=N/NC(=O)c1cc2ccccc2cc1O	0%	10%	-11%	-8%	0%	-12%	?	-6%[46.1 µM]	9%	?	12
OC1CCCN(Cc2cn(Cc3ccccc3)nc2-c2cc3ccccc3o2)C1 (centres undefined)	-4%	1%	1%	-25%	-2%	-7%	?	-3%	-4%	?	-14
O=C(NNC(=O)c1ccc(NC(=O)c2ccccc2)cc1)Nc1ccccc1	-1%	5%	-2%	-7%	8%	10%	-1%	0%	-19%	?	4
Cc1ccccc1Cn1nc(C)c(NC(=O)C2c3ccccc3Oc3ccccc32)c1C	-1%	-1%	9%	-16%	-9%	12%	-5%	5%[46.1 µM]	4%	1%	14
CN(C)c1ccc(N=C/C=C2/N(C)c3ccccc3C2(C)C)cc1	2%	-4%	-14%	-34%	-6%	-8%	?	-4%[46.1 µM]	-3%	?	-18
CCOc1ccc(/C=C2\SC(=S)N(Nc3ccccc3)C2=O)cc1OC	-4%	0%	?	7%	0%	-9%	2%	-3%[46.1 µM]	-4%	?	-13
Cc1cccc(NC(=O)CN2C(=O)S/C(=C\c3cc(C)n(C)c3C)C2=O)c1	0%	-5%	15%	-12%	3%	-1%	?	9%[46.1 µM]	-2%	-5%	-4
Cc1cccnc1NC(=O)CNC(=O)c1sc2ccccc2c1Cl	-3%	-3%	4%	-38%[inhibitor]	4%	20%	?	0%	-1%	?	15
Cc1ccc(NC(=O)COC(=O)c2ccc3c(c2)NC(=O)C2CCCN32)cc1C (centres undefined)	nt	6%[15.4 µM]	nt	nt	-1%	-13%	-4%	nt	-2%	?	14
CCCCC(=O)Nc1cc(N(C)C)nc2ccccc12	-5%	-32%	338%[activator]	-14%	0%	0%	2%	7%	-3%	6%	-2
CCN(CC)S(=O)(=O)c1ccc2[nH]cc(C(=O)NCCc3ccccc3)c(=O)c2c1	0%	10%	-10%	-24%	-3%	-7%	-5%&6%	-3%	-1%	5.8µM*	-23
CCCc1cc(NCCCCO)n2c(nc3ccccc32)c1C#N	-9%	7%	i	-11%	0%	19%	?	-2%	2%	?	-6
CC(=O)N1CCN(CC(=O)Nc2ccccc2C(=O)NCc2ccc(C)cc2)CC1	-1%	3%	8%	3%	-1%	7%	-8%	4%	4%	-15%	29
c1ccc(Nc2nc(N3CCCCC3)nc(N3CCNCC3)n2)cc1	-1%	-2%	-12%	-59%[inhibitor]	-9%	-3%	-1%	-1%	1%	3%	19
CCOC(=O)N1CCN(CC(=O)Nc2ccccc2C(=O)Nc2ccccc2)CC1	1%	-11%	-3%	2%	0%	1%	-16%	0%	-5%	?	23
COCCn1c(C)cc(C(=O)COC(=O)CCc2ccc(S(=O)(=O)N3CCOCC3)cc2)c1C	-6%	31%[15.4 µM]	0%	10%	-2%	-2%	0%	-8%	0%	5%	4

Looked up by structure from the list above:
SMILES	PTAP TSG101 blk	Eya2 phos inh	S-ASM inh	a7 integrin act	Mito fusion act	A-T KAP1 phos	Chronic BCR inh	TCR activator	Tb PFK inh	ELG1 DNA repair	TSHR antag
OC1CCCN(Cc2cn(Cc3ccccc3)nc2-c2cc3ccccc3o2)C1 (centres undefined)	-4%	1%	1%	-25%	-2%	-7%	?	-3%	-4%	?	-14
CCOC(=O)Cn1cnc2c(nnn2-c2ccc(OC)cc2)c1=O	-4%	-8%	2%	-15%[7.66 µM]	-1%	8%	-1%	3%	-5%	-4%	-4
Cc1ccccc1Cn1nc(C)c(NC(=O)C2c3ccccc3Oc3ccccc32)c1C	-1%	-1%	9%	-16%	-9%	12%	-5%	5%[46.1 µM]	4%	1%	14
CCOC(=O)N1CCN(CC(=O)Nc2ccccc2C(=O)Nc2ccccc2)CC1	1%	-11%	-3%	2%	0%	1%	-16%	0%	-5%	?	23

The results go on:
SMILES	PTAP TSG101 blk	Eya2 phos inh	S-ASM inh	a7 integrin act	Mito fusion act	A-T KAP1 phos	Chronic BCR inh	TCR activator	Tb PFK inh	ELG1 DNA repair	TSHR antag
Cc1ccc(CNC(=O)c2cccc(S(C)(=O)=O)c2)cc1	-7%	5%	1%	4%	1%	-3%	2%	1%	1%	2%	4
CCOc1cccc(-c2nc3c(s2)CCc2onc(-c4cccc([N+](=O)[O-])c4)c2-3)c1	0%	9%	-3%	15%	-4%	22%	5%	-10%	-20%	14%	3
COc1ccccc1C(=O)NCCC(=O)Nc1ccc(OC(F)(F)F)cc1	0%	-4%	-4%	32%	-17%	-5%	-7%	-5%	0%	1%	-95*
COc1cccc(=O)c2c(C)oc(C)c12	-27%	31%[15.4 µM]	4%	25%	-5%	1%	6%	1%	0%	17%	-10
COc1ccc2c(c1)[nH]c1c(=O)n(CCN(C)C)cnc12	-3%	2%	-1%	-3%	0%	-1%	9%	3%	1%	10%	3
Cc1ccc(C#N)c(SCc2cc3c(cc2Cl)OCO3)n1	-4%	3%	-9%	-15%[7.66 µM]	2%	-1%	-19%	-8%	-5%	-8%	12
CC1c2ccccc2N(NC(=O)Cc2ccccc2)C1C (centres undefined)	-3%	-1%	0%	18%	4%	0%	8%	-3%	2%	7%	-24
Cc1ccc(NC(=O)CN(C)C(=O)c2n[nH]c(=O)c3ccccc23)cc1	-10%	0%	-2%	-23%	-2%	8%	0%	3%	3%	-7%	-1
CC(=O)Nc1ccc(-c2csc(NCCc3ccccc3)n2)cc1	-2%	-13%	-13%	-31%	6%	-5%	0%	-2%	0%	?	1
CCN(C(=O)COC(=O)CNC(=O)c1ccc2ccccc2c1)C1CCS(=O)(=O)C1 (centres undefined)	-8%	0%	1%	0%	-4%	-1%	?	-2%	-1%	0%	18
Cc1ccc(C)c(CSc2nnc(CCN)o2)c1	-5%	9%	-1%	-25%	0%	4%	?	1%	-3%	-2%	0
CC(C)(C)c1ccc(S(=O)(=O)NCc2ccc(C(=O)NCc3ccccn3)cc2)cc1	-2%	-6%	3%	10%	-1%	-2%	-20%	1%	-1%	4%	-6

From PubChem
